Bioassay records from PubChem BioAssay.
M17LAP inhibition: P. falciparum M17LAP inhibitors, primary screen, biochemical, fluorogenic H-Leu-NHMec substrate, 1536-well (AID 1619). actives 0.38% (n = 220,000). recombinant M17LAP, H-Leu-NHMec fluorogenic kinetic assay; higher % means a stronger effect. one-dose inhibition, % at 30 µM; IC50 in µM for titrated hits;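 active = compound inhibiting the enzyme by more than half at any dose during confirmatory dose-response retesting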;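 also: plate controls were full reaction with DMSO carrier for no effect and no enzyme background for full effect; strong numbers were not always called active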
Ins promoter up: insulin promoter activators in MIN6 cells, imaging, high-content screening, mouse beta cells | MIN6 insulin promoter-GFP reporter; hits give high values | z-score at 5 µM | actives 0.3% (n = 190,000) | AID 1625, 2009;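 active = z-score above 3 at 5 µM with at least 500 cells counted in the well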
MT stabilizer: microtubule stabilizers in HeLa cells, primary screen, imaging, high-content imaging; HeLa tubulin immunostaining HCS, 24 h; share of cells brighter than vehicle mean+2SD; % tubulin-high responders, % at 10 µM; actives 0.83% (n = 200,000);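 active = plate Z-score above 3 for both tubulin-high and condensed-nucleus cell shares, with cell loss under 80%, at 10 µM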;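 also: anti alpha tubulin signal scored within the nucleus-defined area of each cell; some results filed as inactive read as strong as hits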
b-catenin transl: modulators of beta-catenin nuclear translocation, primary screen, imaging, HeLa cells, immunofluorescence, high-content. nuclear translocation activity, % at 5 µM. actives 0.3% (n = 190,000);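 active = nuclear translocation activity above 50% at 5 µM, with a well cell count of 50 or more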;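 also: per-cell ratio of nuclear to cytoplasmic median beta-catenin stain intensity; plate controls were DMSO negative control for no effect and GSK-3 inhibitor IX positive control for full effect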
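Signal – beta-catenin immunofluorescence imaging with DAPI · Test system – human HeLa cell line · Dosing – 5 µM primary single dose, 0.1% DMSO, 0.02–20 µM confirmation series · Measure – % activation, nuclear-to-cytoplasmic median beta-catenin signal ratio per cell · Incubation – 24 h compound exposure at 37°C, 5% CO2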
Dynein transport: inhibitors of GR-EGFP nuclear translocation, primary screen, dynein cargo transport inhibitor project, imaging, high-content, 3617.4 mouse cells; actives 0.47% (n = 220,000); test concentration mostly 20 µM; stimulated with dexamethasone, 1 µM; hits give low values; z-score, hits read low;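 active = plate z-score of nuclear minus cytoplasmic receptor signal below a set negative limit, without overly bright fluorescence or cell loss, cut at about -3.5 in these data, passing the limit was not always enough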;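 also: z-score of nuclear minus cytoplasmic ring GR-EGFP intensity difference per well; some compounds called inactive have numbers as strong as hits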
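Buffer or medium: tetracycline-free induction medium containing charcoal-stripped FBS / Reagent: dexamethasone agonist, 1.0 µM final, for 30 min / Technique: automated 10x imaging of fixed Hoechst-stained cells / Times: induction 48 h, compound 1 h, agonist 30 min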
Autophagy mod: autophagy modulators in MEF cells, primary screen, imaging, high-content, MEF GFP-LC3 | calls only at 10 µM (by protocol) | AID 463193, 2010 | actives 0.98% (n = 190,000) | MEF GFP-LC3 puncta imaging; test concentration mostly 10 µM;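 active = percentage of spot-positive cells more than 3 SD above its plate mean, without a fluorescence outlier flag or 80% toxicity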;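 also: spot-positive cell cutoff set from DMSO-treated cells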
M1AAP inhibition: P. falciparum M1AAP inhibitors, biochemical, fluorogenic H-Leu-NHMec substrate, 1536-well (AID 1445). Aminopeptidase N (Plasmodium falciparum (isolate 3D7)). recombinant M1AAP, H-Leu-NHMec fluorogenic kinetic assay; higher % means a stronger effect. inhibition, % at 30 µM; hits with a dose series show IC50 in µM. actives 0.42% (n = 220,000);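 active = primary inhibition above the hit cutoff, then over 50% inhibition at one or more dose response concentrations, cut at about 23% in these data, passing the limit was not always enough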;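 also: plate controls were DMSO full reaction for no effect and no enzyme background for full effect; strong numbers were not always called active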
ER stress rescue: rescue of cells from ER stress-induced death, primary screen, 384-well, CSM14.1, thapsigargin, ATP luminescence (AID 1222); CSM14.1 thapsigargin-induced death rescue, ATP luminescence; higher % means a stronger effect; one-dose cellular ATP content (survival), % at 20 µM; EC50 in µM for titrated hits; 190,000 tested, under 10 active;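 active = EC50 below 50 µM in the dose-response confirmation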;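 also: death triggered by thapsigargin at about 15 µM added after 2 h compound pretreatment; cell ATP read after overnight thapsigargin exposure of roughly 18 to 22 hours; normalized against plate controls of thapsigargin alone and 5% DMSO vehicle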
K1F lysis inhibition: inhibition of K1F phage lysis, E. coli UTI89, bacterial capsule biogenesis inhibitors, alamar blue (AID 488966); actives 0.02% (n = 340,000); inhibition, % at 100 µM; hits with a dose series show IC50 in µM; E. coli UTI89 K1F phage lysis, alamar blue, 2 h; higher % means a stronger effect;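 active = phage lysis inhibition, versus mean bacterial control, above a set limit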;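 also: capsule biogenesis inhibitors block K1F phage lysis so surviving cells raise fluorescence; higher fluorescence means more inhibition of phage lysis; actives were called in the ten point dose series up to 300 µM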
Dynein transport cytoplasmic EGFP: recorded beside Dynein transport, whose call it bears; z-score; measured here: cytoplasmic GR-EGFP intensity; hits give high values
Dynein transport nuclear GR-EGFP: recorded beside Dynein transport, whose call it bears; z-score; measured here: nuclear GR-EGFP intensity;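 lower value marks the stronger effect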
Dynein transport cell count: recorded beside Dynein transport, whose call it bears; z-score; measured here: cell count per field
Ins promoter up cell count: second read-out of Ins promoter up, no call of its own (marks repeat the call); cell count; measured here: cytotoxicity, nuclei count;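 total cells summed across four imaged fields per well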
b-catenin transl cell count 5 µM: also measured in b-catenin transl; calls as there; cell count; measured here: cell count, cytotoxicity flag
MT stabilizer Hoechst-high %: also measured in MT stabilizer; calls as there; % Hoechst-high responders; measured here: nuclear condensation Hoechst responders;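 share of cells brighter than vehicle mean plus two SD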
MT stabilizer cytotoxicity %: recorded beside MT stabilizer, whose call it bears; toxicity, %; measured here: cytotoxicity by cell density;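 0% = mean cell density of plate MIN control wells and 100% = no cells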
Autophagy mod cell loss 18 h: also measured in Autophagy mod; calls as there; toxicity, %; measured here: cell loss, nuclei count;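 cell loss after 18 h compound exposure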
* hit, by the source's call; i = inactive; · = not tested or not shown; [ ] = remark or other dose.

SMILES	M17LAP inhibition	Ins promoter up	Ins promoter up cell count	MT stabilizer	MT stabilizer Hoechst-high %	MT stabilizer cytotoxicity %	b-catenin transl	b-catenin transl cell count 5 µM	Dynein transport	Dynein transport cytoplasmic EGFP	Dynein transport nuclear GR-EGFP	Dynein transport cell count	Autophagy mod	Autophagy mod cell loss 18 h	M1AAP inhibition	ER stress rescue	K1F lysis inhibition
CCOC(=O)c1ccc(NC(=O)NCc2ccc(OC)cc2)cc1	-2.1%	-0.23	1589	2.7	1.5	9.3	-3.0	918	0.712	-0.239	0.543	-0.394	i	-45.1	-1.0%	-1.8%	0.3%
CC1=CC(=O)C=C(C)C1=NOC(=O)/C=C\c1ccccc1	2.5%	·	·	2.6	2.1	7.3	1.0	1119	-2.22	0.466	-1.7	0.458	i	-2.5	7.5%	-1.0%	-0.6%
O=C(CSc1nc(O)c(C(c2ccccc2)c2ccccc2)c(=O)[nH]1)N1CCOCC1	-15.6%	0.41	1410	4.8	0.8	7.5	1.8	992	0.135	-0.367	-0.538	0.73	i	-2.0	0.9%	-0.2%	0.4%
Cc1cc(NC(=O)C2CCCN(S(=O)(=O)c3c(C)noc3C)C2)no1 (stereo unspecified)	14.2%	-0.07	979	2.4	2.8	6.8	·	·	-0.341	-0.248	-0.101	0.231	i	6.5	12.8%	-1.3%	-0.1%
CCCNC(=O)C(C)n1c2ccccc2c2nc(=O)cc(C)n21 (stereo unspecified)	-2.0%	-1.1	1016	6.7	2.1	4.9	1.5	1164	1.38	-0.0329	1.16	-0.935	i	12.7	2.3%	-0.8%	·
Cc1ccc(CC(=O)Nc2ccccc2N2CCOCC2)cc1C	2.2%	·	·	2.1	2.3	1.2	-2.6	1179	-1.45	-0.101	-0.705	1.34	i	1.6	-20.3%	-1.6%	1.1%
Cc1ccc(C(=O)OCC2OC3OC(C)(C)OC3C2O)cc1 (stereo unspecified)	5.0%	-0.2	1445	1.7	2.4	1.8	-1.7	1133	0.548	0.115	0.549	-0.487	i	19.1	-1.1%	-0.9%	2.5%[50 µM]
CCN1C=C(Cc2ccccc2C)C2=C(C1)C(c1ccccc1C)C(C#N)=C(N)O2 (stereo unspecified)	19.0%	0.21	785	2.5	1.1	2.4	-0.8	1069	-0.635	-0.0245	-0.207	-0.639	i	-1.7	-0.1%	-0.5%	0.1%
C=CCc1ccc(OCCCCN2CCC(C)CC2)c(OC)c1	10.3%	0.24	1275	5.7	2.4	6.8	-0.8	952	-0.264	-0.252	-0.132	0.27	i	-4.4	0.5%	-2.2%	2.1%[50 µM]
O=C(c1cc2cc([N+](=O)[O-])ccc2s1)N1CCCCC1	11.2%	0.52	1188	3.2	2.8	4.4	2.0	990	-1.41	-0.322	-0.674	0.861	i	-0.3	3.4%	·	-0.4%
CCOc1cc(/C=C/C(=O)OCC(=O)NC2CCS(=O)(=O)C2)ccc1OCc1ccccc1 (stereo unspecified)	-0.4%	-0.45	1295	2.7	3.4	8.1	-0.3	1015	1.25	-0.161	0.845	-0.614	i	-8.8	-11.7%	-1.6%	0.4%
Cc1ccsc1C1C2=C(CCCC2=O)Nc2ncnn21 (stereo unspecified)	-8.8%	0.21	1023	3.2	2.0	4.3	0.8	919	-0.528	0.218	-0.35	0.652	i	-0.3	10.5%	·	0.1%
COCCCn1c(=S)[nH]c2c(sc3ccccc32)c1=O	-2.1%	·	·	3.3	1.7	7.5	-1.8	1120	3.08	-0.222	1.4	-1.48	i	-35.3	3.0%	-2.4%	4.2%
Cc1onc(-c2c(Cl)cccc2Cl)c1COC(=O)c1ccc([N+](=O)[O-])cc1	1.6%	-0.47	1358	·	·	·	1.3	1161	0.0149	-0.24	-0.0108	-0.158	·	·	6.9%	·	-0.4%
COc1cccc(N2CCN(C(=O)C3CCCN(S(=O)(=O)c4cnc[nH]4)C3)CC2)c1 (stereo unspecified)	0.2%	0.23	908	2.7	3.3	3.6	·	·	1.54	-0.125	1.07	-0.605	i	2.3	12.3%	-0.4%	2.7%
O=C(NCCc1ccccn1)c1ccc(COc2ccccc2)o1	8.5%	0.03	1235	2.2	1.7	49.6	0.2	1068	0.459	-0.276	0.623	-0.407	i	5.2	-7.2%	·	-0.9%
CCOC(=O)c1c(C)[nH]c(C(=O)Nc2ccc(NC(C)=O)cc2)c1C	4.1%	-0.81	1450	2.7	1.2	10.3	-2.8	1109	-0.0577	-0.215	-0.15	0.593	i	19.5	2.3%	-0.7%	-0.3%
CCCCC(=O)NC(=S)Nc1nnn(CCC)n1	-7.1%	0.25	1035	2.6	2.6	11.1	0.2	1094	0.497	-0.287	0.491	-0.512	i	6.3	11.4%	-1.0%	0.1%
CCOC(=O)c1c(C)[nH]c(C(=O)/C(C#N)=C/c2ccc(OC)c(OC)c2)c1C	9.5%	-0.21	1373	6.1	2.0	7.0	-0.6	921	-0.0793	-0.198	0.00674	-0.208	i	2.5	11.1%	-2.0%	-0.1%
[O-][N+]1=C2CCC/C(=N\O)C2=NC12CCCCC2	·	-0.4	1012	·	·	·	0.1	1099	·	·	·	·	·	·	·	-1.8%	0.0%
O=C(CSc1ncn(-c2ccccc2)n1)Nc1ccc2c(c1)OCO2	-2.9%	0.27	1341	3.1	2.6	8.3	-1.2	1146	-0.971	-0.199	-0.264	0.232	i	-0.8	12.0%	-0.7%	1.5%
CCSc1nc2c(c(=O)[nH]c(=O)n2C)n1CC(O)COc1ccccc1C (stereo unspecified)	-0.7%	-0.72	1047	1.8	3.2	18.0	-0.6	1129	1.96	-0.238	1.38	-0.777	i	-2.1	0.5%	-0.3%	0.0%
CN(C)C(=O)CSc1n[nH]c(-c2ccco2)n1	·	-0.08	1471	3.6	2.2	6.4	2.1	1477	0.637	-0.195	1.01	-0.991	i	5.1	·	0.4%	0.1%
Nn1c(SCC(=O)NC2CCS(=O)(=O)C2)nnc1-c1cccs1 (stereo unspecified)	-4.5%	-0.91	1331	·	·	·	2.2	1289	-0.0941	-0.273	-0.303	1.06	·	·	-2.7%	·	0.1%
CCN(CC)Cc1c(O)ccc2c1O/C(=C\C=C\c1ccccc1)C2=O	14.6%	-0.49	924	·	·	·	1.6	1235	-3.48	0.501	-1.53	0.246	·	·	10.2%	·	0.2%

3 entries from above, arranged by the number in Dynein transport nuclear GR-EGFP, descending.
SMILES	Dynein transport nuclear GR-EGFP
Cc1ccc(C(=O)OCC2OC3OC(C)(C)OC3C2O)cc1 (stereo unspecified)	0.549
CCOC(=O)c1c(C)[nH]c(C(=O)/C(C#N)=C/c2ccc(OC)c(OC)c2)c1C	0.00674
CCN(CC)Cc1c(O)ccc2c1O/C(=C\C=C\c1ccccc1)C2=O	-1.53

Following part:
SMILES	M17LAP inhibition	Ins promoter up	Ins promoter up cell count	MT stabilizer	MT stabilizer Hoechst-high %	MT stabilizer cytotoxicity %	b-catenin transl	b-catenin transl cell count 5 µM	Dynein transport	Dynein transport cytoplasmic EGFP	Dynein transport nuclear GR-EGFP	Dynein transport cell count	Autophagy mod	Autophagy mod cell loss 18 h	M1AAP inhibition	ER stress rescue	K1F lysis inhibition
CCc1nnc(NC(=O)C2=NN(C3CCS(=O)(=O)C3)C(=O)CC2)s1 (stereo unspecified)	10.9%	0.49	1480	3.1	2.9	5.7	-2.4	936	-1.24	-0.386	-0.62	1.17	i	-5.1	17.3%	0.2%	-2.0%
Nc1cc2c(cc1[N+](=O)[O-])OCCO2	10.0%	0.13	1301	2.7	4.0	1.5	0.7	1113	-0.257	-0.262	-0.212	-0.569	i	-18.7	4.5%	-0.9%	1.8%
O=C(COC(=O)c1c2c(nc3ccccc13)CCCC2)c1ccc(Br)s1	10.8%	-0.46	1189	2.1	2.2	4.3	1.5	898	0.27	-0.155	-0.12	-0.28	i	-4.3	0.4%	-4.8%	5.2%
Cc1nc(C)c(C(=O)NCc2ccccc2Cl)o1	12.8%	0.28	826	2.0	2.8	15.0	3.1	1375	0.272	-0.317	0.431	0.446	i	2.5	3.8%	-2.5%	4.7%
O=C(COC(=O)c1cncc(Br)c1)Nc1nc(-c2ccc(F)cc2)cs1	-0.5%	0.23	1472	·	·	·	-1.5	1117	-0.405	-0.238	-0.239	0.165	·	·	1.8%	·	-0.4%[50 µM]
CC(C)c1ccc(-n2cccc2/C=C2/C(=N)N3C=CSC3=NC2=O)cc1	-6.5%	-0.2	1301	5.2	10.2	2.8	-2.3	501	1.1	-0.194	0.629	-0.325	i	-6.9	9.2%	3.1%	0.5%
Cc1cc(N)n(-c2ncnc3scc(-c4ccccc4)c23)n1	5.6%	-0.02	891	3.4	1.5	6.9	-3.8	1231	-0.487	0.0166	0.016	-0.016	i	-9.8	2.4%	0.6%	0.2%
CC(=O)c1cccc(NC(=O)c2onc(C)c2Cl)c1	-2.2%	1.64	808	1.3	4.4	9.6	·	·	0.251	-0.271	0.425	0.678	i	3.9	8.0%	-0.7%	8.5%
Cc1cc(C)n(-c2nc3ccccc3c3nc(C)nn23)n1	3.6%	-0.48	1935	2.4	2.9	7.9	-2.7	1125	-1.34	-0.222	-0.385	1.15	i	18.0	10.4%	·	-0.6%
O=C(N/N=C/C=C\c1cccc([N+](=O)[O-])c1)c1ccccn1	8.6%	-1.19	1513	4.4	2.6	4.6	-3.1	1128	-0.194	-0.204	-0.229	-0.0798	i	-1.7	-3.5%	-0.4%	0.1%
